Screening data as filed in PubChem.
GPR35 arrestin U2OS = GPR35 antagonists blocking zaprinast-driven arrestin recruitment, primary screen, imaging, U2OS, beta-arrestin-GFP, zaprinast agonist (AID 2058). inhibition, % at 10 µM, or IC50 in µM where a hit was titrated. U2OS GPR35 beta-arrestin-GFP translocation imaging, zaprinast antagonism; higher % means a stronger effect. actives 0.052% (n = 290,000);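 active = inhibition of at least 50% with at least 30 cells and total cytoplasm GFP at most 10,000,000; inconclusive = under 30 cells or total GFP of 10,000,000 plus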
KOR beta-arrestin-1 = kappa opioid receptor blockers – cell-based, luminescence, uHTS (AID 1778); KOR beta-arrestin recruitment, luminescence, antagonist mode; higher % means a stronger effect; inhibition, % at 10 µM; hits with a dose series show IC50 in µM; actives 0.091% (n = 290,000); in the data active = inhibition above about 50%; also: strong numbers were not always called active
KOR beta-arrestin-2 = kappa opioid receptor activators – cell-based, luminescence, uHTS, primary screen (AID 1777); KOR beta-arrestin recruitment, luminescence; higher % means a stronger effect; activation, % at 10 µM, or EC50 in µM where a hit was titrated; actives 0.02% (n = 280,000); in the data active = activation above about 50%, passing the limit was not always enough; also: a part of the inactive calls stands beside numbers as strong as those of hits
NOD1 NF-kB reporter = NOD1 signaling inhibitors, primary screen, cell-based, luminescence, uHTS (AID 1578). NOD1-driven NF-kB luciferase reporter cells, luminescence; higher % means a stronger effect. inhibition, % at 4 µM, or EC50 in µM where a hit was titrated. actives 1% (n = 290,000); in the data active = inhibition mostly above about 36%, no sharp cut-off; inactive = mostly below about 34%;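 also: HEK-293T reporter cells stimulated with the NOD1 agonist gamma-tri-DAP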
West Nile virus CPE = West Nile virus antiviral activity, cell-based, CPE readout (AID 1621); actives 0.02% (n = 290,000); CPE inhibition, % at 10 µM; hits with a dose series show IC50 in µM; West Nile virus-infected cells, CPE inhibition; higher % means a stronger effect; in the data active = a potency from the dose series; inconclusive = CPE inhibition mostly from about 3.7% at the one dose, without a potency; inactive = the rest, 99 in 100 with CPE inhibition below about 2.2%; also: strong numbers were not always called active
NS5 inhibitors = Dengue-2 NS5 methyltransferase inhibitors, primary screen, biochemical, confirmation dose response (AID 588689). Dengue-2 NS5 methyltransferase capping enzyme assay, biochemical; higher % means a stronger effect. inhibition, % at 25 µM, or IC50 in µM where a hit was titrated. actives 0.3% (n = 340,000); in the data active = a potency from the dose series; inconclusive = inhibition above about 29% without an active follow-up result
GPR55 beta-arrestin = selective activators of receptor GPR55 – imaging, U2OS cells, beta-arrestin-GFP redistribution, primary screen (AID 1961) | U2OS GPR55 beta-arrestin-GFP redistribution imaging; higher % means a stronger effect | one-dose activation, % at 10 µM; EC50 in µM for titrated hits | actives 0.048% (n = 290,000);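 active = activation above 40% with more than 50 cells counted in the well; inconclusive = wells holding fewer than 50 cells, flagged as toxic or sparse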;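 also: U2OS osteosarcoma cells stably expressing GPR55 and beta-arrestin-GFP; plate controls were DMSO negative control for no effect and LPI positive control for full effect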
HIV peptide binding = inhibitors of HIV fusion peptide binding, primary screen, biochemical, uHTS, fluorescence dequenching (AID 1986) | cell-free peptide binding, fluorescence dequenching, 30 min; higher % means a stronger effect | inhibition, % at 20 µM; hits with a dose series show IC50 in µM | actives 0.3% (n = 290,000); in the data active = inhibition mostly above about 52%, no sharp cut-off; inactive = mostly below about 76%; also: some results filed as inactive read as strong as hits
GPR55 antagonists = inhibition of LPI-stimulated GPR55 beta-arrestin translocation – imaging, U2OS, beta-arrestin-GFP, LPI agonist, primary screen (AID 2013); U2OS GPR55 beta-arrestin-GFP translocation imaging, LPI antagonism; higher % means a stronger effect; inhibition, % at 10 µM; hits with a dose series show IC50 in µM; actives 0.13% (n = 290,000);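 active = spots per cell inhibited over 60%, with over 100 cells counted and total cytoplasm intensity under 500,000; inconclusive = wells with under 100 cells, flagged as likely toxic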;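 also: U2OS cells stably carrying GPR55 and arrestin-GFP stimulated by 5 µM LPI near EC80; imaged beta-arrestin-GFP aggregate spots per cell after agonist stimulation; plate controls were LPI-stimulated DMSO wells for no effect and DMSO wells without LPI for full effect; some results filed as inactive read as strong as hits; confirmed hits need IC50 under 10 µM and bright autofluorescent wells are also inconclusive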
NS5 inhibitors pilot replicate = also measured in NS5 inhibitors; calls as there; inhibition, %; measured here: pilot screen replicate inhibition
An asterisk follows results filed as active; u = inconclusive; x = no result given; & = joins results of further samples; ! = repeats disagree; [ ] = remark or other dose. These rows are one share of the data. The share of hits here may be higher or lower than overall.

SMILES	GPR35 arrestin U2OS	KOR beta-arrestin-1	KOR beta-arrestin-2	NOD1 NF-kB reporter	West Nile virus CPE	NS5 inhibitors	GPR55 beta-arrestin	HIV peptide binding	GPR55 antagonists	others
O=C1NC(=O)N(Cc2ccccc2)C(=O)/C1=C\c1ccco1	-11%	-145%	0.4%	-6%	0.2%	-14%	0.7%	65%	22%
Oc1c(Cl)cc(Cl)cc1CN1CCN(Cc2ccccc2)CC1	32%	-80%	-1.0%	9%	0.3%	-3%	-0.1%	2.0%	-3%
Cc1cc(OC(=O)N(C)C)n(-c2ccccc2)n1	-4%	-2%	4.1%	-12%	0.8%	-6%	-0.2%	0.6%	-1%
COc1ccc(-n2nc(C(=O)NCC(=O)N3CCC4(CC3)OCCO4)c3ccccc3c2=O)cc1OC	5%	-28%	1.7%	-42%	0.8%	1%	-0.2%	0.8%	8%
c1cncc(C2Nc3cccc4cccc(c34)N2)c1	-1%&4%	-40%&-17%	-4.8%&-0.5%	55%*!	-0.7%&0.6%	18%	-0.1%&0.0%	11%&22%	-7%&-4%
CCOP(=O)(C#Cc1ccccc1)C(O)c1ccc(Br)cc1 (stereo unspecified)	-10%	-1%	1.2%	-4%	0.1%	2%	0.7%	-1.3%	10%
CN(C)c1nc(N(C)C)nc(N(C#N)CCCl)n1	8%	8%	-2.7%	-5%	-0.1%	-14%	-0.2%	-0.4%	-5%
Cc1cc(=O)oc2cc(OCC(=O)N3CCC(C(=O)O)(c4ccccc4)CC3)ccc12	-7%	-33%[20 µM]	-2.4%	-8%	0.1%	-8%	-0.2%	1.2%	-1%
CCOc1cc(CNCCc2c[nH]c3ccccc23)cc(Cl)c1OCC	7%	-24%	2.0%	-34%	-1.5%	3%	0.3%	-2.2%	18%
COC(=O)c1c(C)[nH]c(C(=O)C(Cc2ccccc2)N(C)C)c1C (stereo unspecified)	-4%	-34%	-3.8%	-3%	0.4%	-7%	-0.1%	-1.1%	5%
CCOC(=O)c1sc2ccccc2c1OC(=O)c1ccc(C)cc1	-3%	14%	7.8%	11µM*	0.0%	-5%	-0.2%	0.8%	1%
O=[N+]([O-])[N-][n+]1cnn(Cc2ccc(Cl)cc2)c1	-1%	15%	-2.0%	-32%	0.1%	0%	0.5%	0.8%	6%
Cc1sc2c(c1C)C(c1cccs1)=NCC(=O)N2CC(=O)NCc1cccs1	2%	-5%	-5.3%	-4%	-0.6%	-3%	-0.3%	1.6%	-6%
COc1ccc(CNCCc2cccc(F)c2)c2ccccc12	14%	-10%	-2.1%	-18%	-1.8%	x	-0.2%	-0.4%	19%
CCOP(=S)(OCC)N1CCOCCOCCN(P(=S)(OCC)OCC)CCOCCOCC1	-6%	-21%	-1.7%	-43%	-2.1%	-15%	-0.4%	0.8%	3%
CN1CC(C(=O)c2ccc(Cl)cc2)C(c2ccccc2F)C1 (stereo unspecified)	-8%	-26%[20 µM]	0.2%	-16%	-0.1%	-2%	0.6%	-0.2%	4%
CCc1nc2ccccc2c(=O)n1-c1ccccc1[N+](=O)[O-]	-4%	33%	0.3%	-34%	-0.3%	0%	u	-1.8%	8%
C[N+]12CCC(CC1)C(C(O)(c1ccccc1)c1cccs1)C2 (stereo unspecified)	-8%	40%	-3.5%	-18%	0.1%	-1%	0.0%	1.2%	4%
CN(C)C1=C(C#N)C(c2ccccc2)=NP(N(C)C)(N(C)C)=N1	-12%	16%	-3.8%	3%	0.1%	-1%	0.0%	1.9%	-4%
Cc1cccc(C)c1OC(=O)Cc1ccccc1	-11%	11%	-3.0%	-15%	0.0%	3%	0.1%	0.6%	-2%
c1ccc2[nH]c(CCNC3CCCCC3)nc2c1	13%	11%	3.8%	-6%	-1.3%	-3%	0.6%	1.9%	-22%
Cc1ccc(-c2nn(Cc3ccccc3)cc2C(=O)O)cc1	-11%	16%	-1.4%	7%	-0.1%	0%	-0.1%	-0.2%	-17%
COc1ccc(-n2c(O)c(C(C)=NCc3ccco3)c(=O)[nH]c2=O)cc1	6%	-50%	2.5%	7%	0.0%	-6%	0.8%	-3.3%	20%
COc1ccc(CN(CCC(c2ccccc2)c2ccc(OC(C)C)cc2)C(=O)CCl)cc1OC (stereo unspecified)	-4%	-9%	1.1%	18µM*	-0.1%	-12%	26%	3.0%	26%
COc1cc(O)cc2c1C(=O)O[C@@H](C)CCCC(=O)CCCCC2	16%	7%	1.2%	-8%	-0.1%	3%	-0.1%	-1.5%	-2%
COc1cccc(N2C(=O)NC(=O)/C(=C/c3ccc([N+](=O)[O-])s3)C2=O)c1	14%	18%	3.6%	-6%	-0.4%	38µM*	-0.2%	45%	-1%
CCc1ccc(C2=NN(CCC(=O)N3CCC4(CC3)OCCO4)C(=O)CC2)cc1	-3%	27%	-3.1%	-19%	0.6%	-10%	-0.4%	1.5%	9%
COc1cc(/C=C/C(=O)c2c(O)n(CCc3ccccc3)c(=O)[nH]c2=O)ccc1O	-6%	-85%	-2.3%	20%	u	-54%	-0.2%	46%	-10%
O=C1CN=C(c2ccccc2F)c2cc(Cl)ccc2N1	10%	-30%	1.7%	-13%	0.4%	-1%	-0.1%	0.9%	-7%
Cc1ccc(C2=NC(C)(C)N3C2C3c2ccc([N+](=O)[O-])cc2)cc1 (stereo unspecified)	4%	-13%	4.7%	-22%	0.3%	2%	-0.3%	-0.3%	-1%
Cc1cc(OCc2ccc([N+](=O)[O-])cc2)c2c3c(c(=O)oc2c1)CCCC3	6%	-29%	2.2%	-34%	x	-2%	0.3%	-0.9%	2%
Cc1nc2ccc(NC(=O)c3cccc(S(=O)(=O)N(C)c4ccccc4)c3)cc2s1	-16%	20%	6.7%	7.6µM*	3.0%	-3%	0.2%	0.4%	2%
O=C(c1c[nH]cc1-c1ccccc1)c1cccc2ccccc12	-20%	-22%	-3.1%	36%	3.0%	-7%	0.3%	4.6%	4%
Cn1c(O)c(C=Nc2cccc(C(F)(F)F)c2)c(=O)n(C)c1=O	-2%	22%	-0.1%	-8%	-0.2%	-3%	0.4%	0.6%	-7%
c1ccc2c(CN3CCN(C4CCCCC4)CC3)c[nH]c2c1	-13%	-17%	-8.0%	4%	0.1%	-6%	-0.1%	-0.7%	2%
O=C(CN1CC(c2ccccc2)CC1=O)NCc1ccc(F)cc1 (stereo unspecified)	-5%	-10%	-3.8%	-29%	x	-6%	0.3%	4.6%	-4%

Retrieved by structure from above:
SMILES	GPR35 arrestin U2OS	KOR beta-arrestin-1	KOR beta-arrestin-2	NOD1 NF-kB reporter	West Nile virus CPE	NS5 inhibitors	GPR55 beta-arrestin	HIV peptide binding	GPR55 antagonists	others
COc1cc(O)cc2c1C(=O)O[C@@H](C)CCCC(=O)CCCCC2	16%	7%	1.2%	-8%	-0.1%	3%	-0.1%	-1.5%	-2%
COc1cc(/C=C/C(=O)c2c(O)n(CCc3ccccc3)c(=O)[nH]c2=O)ccc1O	-6%	-85%	-2.3%	20%	u	-54%	-0.2%	46%	-10%
O=C1CN=C(c2ccccc2F)c2cc(Cl)ccc2N1	10%	-30%	1.7%	-13%	0.4%	-1%	-0.1%	0.9%	-7%

(list continues)
SMILES	GPR35 arrestin U2OS	KOR beta-arrestin-1	KOR beta-arrestin-2	NOD1 NF-kB reporter	West Nile virus CPE	NS5 inhibitors	GPR55 beta-arrestin	HIV peptide binding	GPR55 antagonists	others
Cc1nccc2c1[nH]c1ccccc12	2%	-30%	2.9%	-16%	0.5%	-3%	-0.1%	-0.6%	6%
CN1CCN(c2nc(N)c(Br)c(Cl)n2)CC1	3%	21%	-1.9%	-5%	0.5%	1%	0.2%	1.0%	12%
CC(=O)c1ccc(OC(NC(=O)Cc2ccccc2)C(Cl)(Cl)Cl)cc1 (stereo unspecified)	0%	9%	-0.4%	4%	-0.2%	-6%	0.8%	0.0%	6%
Cc1cccn2c(=O)c3c(nc12)N1CCCCC1C1(C3)C(=O)N(C)C(=O)N(C)C1=O (stereo unspecified)	20%	1%	0.6%	-12%	-0.8%	x	-0.1%	3.5%	12%
Cc1cc(C(=O)CSc2nnc(-c3ccco3)o2)c(C)n1-c1ccc2c(c1)OCCO2	4%	-4%	4.4%	5.4µM*	-0.1%	1%	-0.2%	1.8%	-2%
CCOc1cc2c(cc1OCC)-n1cccc1C(c1ccc(C)cc1C)NC2 (stereo unspecified)	2%	12%	-8.2%	-4%	-1.0%	1%	1.3%	-1.0%	15%
O=C(/C=C/c1ccc(F)cc1)NC(=S)N1C[C@H]2C[C@H](C1)c1cccc(=O)n1C2	-14%	-20%[20 µM]	-4.8%	-32%	0.5%	-5%	-0.1%	-2.2%	8%
CC1=CC(=C2C(=O)NC(=S)NC2=O)C=C(C(F)(F)F)N1CCc1ccccc1	23%	-200%[20 µM]	-0.1%	-15%	-0.1%	x	0.2%	2.9%	4%
CC(C(=O)c1ccc2ccccc2c1)N1CCCCC1 (stereo unspecified)	-3%	-20%	3.2%	-46%	1.1%	-7%	-0.5%	-0.7%	-5%
CN1C(=O)C(Cc2nc3ccccc3c(=O)n2-c2ccccc2)c2ccccc21 (stereo unspecified)	-4%	-2%	7.3%	6%	1.9%	-4%	0.3%	1.2%	21%
O=c1[nH]c(=S)[nH]c(O)c1N=Nc1ccc(S(=O)(=O)N2CCc3ccccc32)cc1	-19%	-17%	-0.1%	-8%	-0.2%	50%	-0.6%	1.3%	-3%
CCOC(=O)C1CCN(/C=C2/C(=O)NC(=S)N(c3cccc(OC)c3)C2=O)CC1	-6%	2%	-3.4%	-28%	0.1%	-6%	-0.2%	0.5%	5%
COc1ccc(C(=O)NC(=C(Cl)Cl)S(=O)(=O)c2ccc(C)cc2)cc1	4%	5%	-2.4%	12µM*	-0.9%	-8%	0.4%	0.4%	-14%
O=c1cccc2n1CC1CC2CN(S(=O)(=O)c2ccccc2)C1 (stereo unspecified)	-2%	-13%	2.8%	-6%	0.1%	-4%	0.3%	-0.6%	-8%
Cc1ccc(N2C(=O)NC(=O)/C(=C\c3ccc([N+](=O)[O-])o3)C2=O)cc1	-8%	33%	-5.0%	-16%	-0.1%	x	0.1%	66%	9%
O=C(CN1CC=C(c2ccccc2)CC1)NC(=O)NCc1ccco1	6%	-9%	-5.9%	-46%	0.3%	-27%	-0.2%	-1.8%	9%
CCOC(=O)C1C2NC(=O)N(Cc3ccccc3)C1(C)Oc1c(OC)cccc12 (stereo unspecified)	-13%	16%	0.8%	-4%	-0.4%	2%	0.0%	1.3%	4%
CNC(C(=O)c1ccccc1)C(OC(C)=O)c1cccc([N+](=O)[O-])c1 (stereo unspecified)	-9%	30%	-1.4%	-4%	1.1%	-12%	0.2%	1.5%	11%
CC1CCCC(NC(=O)COC(=O)Cc2ccccc2)C1C (stereo unspecified)	-1%	31%	-1.1%	18%	0.2%	-4%	0.5%	11%	-6%	NS5 inhibitors pilot replicate=1.2
